MCF10A rereplic = induces DNA re-replication in MCF 10a normal breast cells | MCF 10A DNA re-replication, Hoechst nuclear intensity, 48 h | Potency, µM (highest dose often 46.1 µM), for the others: at the highest dose activity, positive = re-replication, actives largely listed as activators | hit rate 2.9% among 350,000 | AID 624296; also: potency is read from the fitted curve at half-maximal effect; % of control where 0% means no effect; nearly all actives have a fitted effect of over 50% in size
KB-3-1 cytotox = KB-3-1 parental cell cytotoxicity. hit rate 1.4% among 400,000. KB-3-1 viability, CellTiter-Glo ATP luminescence, 72 h. AID 1347075. Potency, µM (doses to about 46.1 µM), for the others: top-dose activity change, negative = cytotoxic, hits mostly cytotoxic; also: potency is read from the fitted curve at half-maximal effect; % is scaled to controls: 0 for no effect and ±100 for the full control effect; nearly all actives have a fitted effect of over 60% in size
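Parental KB-3-1 adenocarcinoma cells in phenol-red-free DMEM with 10% FBS were pin-treated with compounds at several concentrations, incubated 72 h at 37 °C, and viability read by CellTiter-Glo luminescence; concentration-effect curves were fitted after normalization.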
HT1080-NT tox = kills 2HG-producing HT-1080-NT fibrosarcoma cells; HT-1080-NT fibrosarcoma viability, CellTiter-Glo ATP luminescence, 48 h; Potency, µM (titrated, usually from 46.1 µM), inactives show at the top dose activity, negative = less viability, usual class: cytotoxic; hit rate 1.6% among 360,000; AID 686970;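 also: NT is the 2HG producing partner of a matched IDH1 knockdown line; potency is read from the fitted curve at half-maximal effect; 0% = DMSO-treated cells and -100% = media-only wells without cells; nearly all actives have a fitted effect of over 55% in size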
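HT-1080-NT; 750 cells/well; 5% FBS RPMI; 48 h compound, 37 degrees C; CellTiter-Glo luminescence; curve fitting and curve-class assignment.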
SW480 rerep = DNA re-replication induction in SW480 cells | SW480 DNA re-replication, Hoechst DNA content imaging, 48 h | Potency, µM (titrated, usually from 46.1 µM), without a hit: at the highest dose re-replication activation, most hits filed as activators | hit rate 1.8% among 340,000; also: potency is read from the fitted curve at half-maximal effect; % of control where 0% means no effect; nearly all actives have a fitted effect of over 55% in size
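Compounds, transferred as 23 nL by pin tool, were incubated with cells for 48 hr; DNA content per nucleus was then quantified by Hoechst staining and fluorescence plate imaging.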
S2 tox = viability counter-screen for ATXN expression inhibitors; hit rate 0.49% among 400,000; AID 651635; S2 cells (HEK-293 line with an ATXN2-luciferase reporter) viability, CellTiter-Fluor protease fluorescence, 24 h; Potency, µM (titrated, usually from 56.7 µM), actives largely listed as cytotoxic; also: potency is read from the fitted curve at half-maximal effect; nearly all actives have a fitted effect of over 40% in size
ATXN2 expr inh = ATXN2 expression inhibition. Potency, µM (doses to about 57 µM), inactives show top-dose activity change, negative = inhibition, hits mostly inhibitors. HEK-293 ATXN2-luciferase reporter, luminescence, 24 h. hit rate 0.72% among 360,000; also: potency is read from the fitted curve at half-maximal effect; % is scaled to controls: 0 for no effect and ±100 for the full control effect; nearly all actives have a fitted effect of over 55% in size
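qHTS (up to 57 uM final) was run with 24 h compound exposure of reporter cells at 37 °C. Each well was multiplexed: SteadyGlo luminescence measured ATXN2-luciferase expression after a fluorogenic Gly-Phe-AFC viability readout (25 uM final).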
HT1080 IDH1KD tx = toxicity to HT-1080 IDH1 knockdown cells (counter line). hit rate 2% among 360,000. HT-1080 IDH1 knockdown viability, ATP luminescence, 48 h. Potency, µM (titrated, usually from 46.1 µM), inactives show top-dose activity, negative = toxicity, actives largely listed as cytotoxic;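 also: potency is read from the fitted curve at half-maximal effect; 0% = DMSO wells and -100% = cell-free medium wells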
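CellTiter-Glo luminescence after 48 h compound exposure at 37 degrees C of IDH1-knockdown HT-1080 cells in 5% FBS RPMI. %Activity scaled between DMSO wells and cell-free media wells, with curves fitted and assigned curve classes.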
KB-V1 cytotox = KB-V1 MDR subline cytotoxicity; KB-V1 MDR cells viability, CellTiter-Glo, 72 h; Potency, µM (titrated, usually from 46.1 µM), for the others: at the top dose activity change, negative = cytotoxicity, usual class: cytotoxic; hit rate 3.4% among 400,000; also: potency is read from the fitted curve at half-maximal effect; % is scaled to controls: 0 for no effect and ±100 for the full control effect; nearly all actives have a fitted effect of over 60% in size
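Potencies derive from concentration-effect curves fitted to normalized luminescence (CellTiter-Glo) of KB-V1 cells treated for 72 h at 37 degrees C in phenol-red-free DMEM containing 10% FBS.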
IL1B secr inh = inflammasome signaling inhibition, IL-1 beta readout. THP-1 LPS/ATP IL-1B secretion, AlphaLISA, 16 h; stronger effect = lower value. activity change, % at 57.5 µM. hit rate 4.7% among 360,000; in the data active = activity change below about -50%; inconclusive = mostly about -30% to -49%; also: % is scaled to controls: 0 for no effect and ±100 for the full control effect
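THP-1 cells pretreated 1 hr with compounds (up to 57.5 uM final), then stimulated with LPS (250 ng/mL final) plus ATP (1.25 mM final); secreted IL-1B measured by AlphaLISA after 16 hr, decreased signal indicating inhibition.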
The depositor's hits bear a star; i = inactive; ? = inconclusive; . = no result given; & = joins results of further samples; [ ] = another dose, or the depositor's remark. Unless noted, calls follow the shape of the dose curve; as a rule, active = well fitted curve in the direction sought with a large enough effect; inconclusive = small, poorly fitted or top-dose-only effect, or another doubt; inactive = no such curve, though single readings can be large; an effect the other way counts as inactive or inconclusive. The order is random; 11% or so of the library scored in one or more.

SMILES	MCF10A rereplic	KB-3-1 cytotox	HT1080-NT tox	SW480 rerep	S2 tox	ATXN2 expr inh	HT1080 IDH1KD tx	KB-V1 cytotox	IL1B secr inh
CCOc1ccc2nc(Cl)c(C3CC(c4ccc(C)cc4)=NN3C(=O)CCC(=O)O)cc2c1 (centres undefined)	.	-1%	.	.	i	1%	.	0%	.
Cc1ccc(C(=O)NCCC(=O)N2CCCC2)cc1	-7%	0%	-2%	-16%	i	.	-4%	-18%	-7
O=C(Nc1ccccn1)c1ccc(Br)c(S(=O)(=O)N2CCCC2)c1	14%	.	-1%	11%	i	14%	-3%	.	-8
O=C(Nc1ccc(C(=O)O)cc1)/C(=C/c1ccc([N+](=O)[O-])cc1)NC(=O)c1ccccc1	6%	19%	1%	-1%	i	-12%	4%	8%	-62*
COc1ccc(-c2[nH]ncc2-c2cnn(-c3ccccc3)c2)c(O)c1	21%	8%	4%	1%	i	4%	4%	-2%	?
CCN(CC)c1ccc(NC(=O)Cn2ncc3c(C)n(Cc4ccccc4F)c(C)c3c2=O)c(C)c1	0%	7%&-3%	18%	1%	i	-5%	28%	11%&0%	21
COc1ccc(Cn2c(O)c(/C=N/NC(=O)c3cccnc3)c3ccccc3c2=O)cc1	?	-20%	?	?	.	?	21µM*	-18%	131
CC(C)(C)NC(=O)C(=O)NNC(=O)COc1ccc(Br)cc1	-5%	1%	0%	59%	i	-2%	-12%	?	-9
CC(C)(C)c1ccc(C(=O)NCc2nnc(SCC(=O)N3CCCC3)o2)cc1	.	-2%	-5%	.	i	.	-8%	-10%	25
CCOc1ccc(CNC(=O)C2Cc3ccccc3N2C(=O)CC)cc1 (centres undefined)	.	-1%	.	.	i	0%	.	-3%	.
CCCCOC(=O)Nc1ccc(C(=O)OC)cc1	3%	0%	5%	-10%	i	63%[activator]	0%	0%	2
COc1ccc(C2C(C(C)=O)=C(C)N=c3s/c(=C\c4ccc5c(c4)OCO5)c(=O)n32)c(OC)c1 (centres undefined)	5%	1%	-1%	-8%	?	-8%	1%	-1%	?
CCOC(=O)N/N=C\C=C\c1ccco1	-1%	-2%	17%	-9%	i	19%	26%	0%	22
COc1cccc(C(c2nnnn2Cc2ccco2)N2CCN(Cc3ccccc3)CC2)c1OC (centres undefined)	-3%	-12%	-5%	?	i	2%	-5%	-9%	-13
COc1ccc(C)cc1NC(=O)NNC(=O)c1cc2ccccc2cc1O	-13%	6%	-30%	-9%	i	-13%	-24%	30%	0
CCn1c(NC(=O)Nc2cccc(C)c2C)cc2sccc21	9%	12%	-18%	0%	i	1%	-11%	14%	5
Cc1cccc(C)c1NC(=O)Nc1cccs1	-1%	8%	-8%	2%[9.22 µM]	i	-12%	-7%	7%	15
CC(=O)Nc1cnc(/C=C\CCCO)cn1	.	0%	12%	.	i	3%	26%	4%	8
Cc1nc2c(ncn2-c2ccccc2)c(=O)n1NC(=O)CN1CCOCC1	-3%	-4%	-1%	-4%	i	-14%	1%	0%	-5
COc1ccc(N=N/C(=C\O)C(=O)c2ccco2)cc1	-7%	1%	-12%	-6%	i	3%	-3%	6%	-3
CCCCNC(=O)CSc1nc2ccccc2n1S(=O)(=O)c1ccc(Cl)cc1	-4%	14%	10%	-5%	?	12%	14%	14%	0
O=C(CN1CCN(CC(=O)Nc2ccccc2F)CC1)Nc1ccc2c(c1)OCCO2	-5%	-1%	2%	-7%	i	.	0%	0%	15
Cc1ccc(C2C(=O)N(C3CCC(C)CC3)CC(=O)N2C2CC2)cc1 (centres undefined)	-2%	3%	11%	-6%	?	2%	13%	?	-21
COC(=O)Cn1ccc(-c2ccc(Cl)cc2)c(C#N)c1=O	0%	12%	12%	-4%	i	1%[11.3 µM]	4%	15%	19
COc1cccc(CC2(CO)CCCN(Cc3cn[nH]c3-c3cc(C)ccc3C)C2)c1 (centres undefined)	0%	-4%	?	5%	i	-7%[11.3 µM]	-23%	0%	?

An excerpt from above in order of length of the SMILES, descending.
SMILES	MCF10A rereplic	KB-3-1 cytotox	HT1080-NT tox	SW480 rerep	S2 tox	ATXN2 expr inh	HT1080 IDH1KD tx	KB-V1 cytotox	IL1B secr inh
O=C(Nc1ccc(C(=O)O)cc1)/C(=C/c1ccc([N+](=O)[O-])cc1)NC(=O)c1ccccc1	6%	19%	1%	-1%	i	-12%	4%	8%	-62*
COc1cccc(C(c2nnnn2Cc2ccco2)N2CCN(Cc3ccccc3)CC2)c1OC (centres undefined)	-3%	-12%	-5%	?	i	2%	-5%	-9%	-13
O=C(CN1CCN(CC(=O)Nc2ccccc2F)CC1)Nc1ccc2c(c1)OCCO2	-5%	-1%	2%	-7%	i	.	0%	0%	15
CC(C)(C)c1ccc(C(=O)NCc2nnc(SCC(=O)N3CCCC3)o2)cc1	.	-2%	-5%	.	i	.	-8%	-10%	25
Cc1ccc(C2C(=O)N(C3CCC(C)CC3)CC(=O)N2C2CC2)cc1 (centres undefined)	-2%	3%	11%	-6%	?	2%	13%	?	-21
O=C(Nc1ccccn1)c1ccc(Br)c(S(=O)(=O)N2CCCC2)c1	14%	.	-1%	11%	i	14%	-3%	.	-8
COc1ccc(C)cc1NC(=O)NNC(=O)c1cc2ccccc2cc1O	-13%	6%	-30%	-9%	i	-13%	-24%	30%	0
COc1ccc(N=N/C(=C\O)C(=O)c2ccco2)cc1	-7%	1%	-12%	-6%	i	3%	-3%	6%	-3
CCCCOC(=O)Nc1ccc(C(=O)OC)cc1	3%	0%	5%	-10%	i	63%[activator]	0%	0%	2
CC(=O)Nc1cnc(/C=C\CCCO)cn1	.	0%	12%	.	i	3%	26%	4%	8

Additional structures:
SMILES	MCF10A rereplic	KB-3-1 cytotox	HT1080-NT tox	SW480 rerep	S2 tox	ATXN2 expr inh	HT1080 IDH1KD tx	KB-V1 cytotox	IL1B secr inh
COc1cc(/C=C/C(=O)OCC(=O)NC(=O)NCc2ccccc2)ccc1OCC#N	2%	-3%	-20%	-26%	i	.	-7%	16%	-11
CCCCn1c(N2CCCC2)nc2c1c(=O)[nH]c(=O)n2C	7%	8%	18%	1%	i	7%	14%	-24%	9
Nc1c(C(=O)OCC2CCCO2)c2nc3ccccc3nc2n1C1CCCCC1 (centres undefined)	?	2%	4%	?	i	-6%	6%	1%	2
Cc1ccc(S(=O)(=O)NNC(=O)C2CCN(Cc3ccccc3)CC2)cc1	1%	0%	0%	-7%	i	7%	0%	9%	5
N=c1c(S(=O)(=O)c2ccccc2)cc2c(=O)n3ccccc3nc2n1Cc1cccnc1	?	-5%	6%	-17%	i	-1%	-1%	8%	1
O=S(=O)(Nc1ccc(-c2ccc(N3CCCCCC3)nn2)cc1)c1ccc(C(F)(F)F)cc1	.	-1%	.	.	?	-9%	.	?	.
O=C(CSC1=NS(=O)(=O)c2ccccc2N1)N1CCCCC1	-1%	-7%	0%	-5%	i	3%	10%	8%	11
COc1ccc(N(C)C(=O)Cc2c(C(=O)O)n(C)c3ccccc23)c(OC)c1	4%	2%	4%	0%	i	1%	8%	?	16
CC1CCCC(NC(=O)COC(=O)[C@@H](NC(=O)c2ccc(F)cc2)C(C)C)C1C (some centres undefined)	4%	-22%	2%	-1%	?	-7%	14%	4%	12
CCCCNC(=O)[C@@H]1CSC2c3ccc(OC)c(OC)c3C(=O)N21 (some centres undefined)	7%	-4%	-3%	-2%	i	-2%	-9%	-5%	1
Cc1nn(C)c2c1c(-c1ccccc1)cc(=O)n2C(C)C(=O)NCCc1ccc(Cl)cc1 (centres undefined)	.	-1%	.	.	?	?	.	13%	.
COc1cc(C(F)(F)F)c(C(=O)N(C)Cc2cccc(Cl)c2)cn1	-8%	-4%	-10%	-7%	i	-11%	-13%	-14%	11
CCOC(=O)Cc1nnc(Nc2ccc(C)cc2)c2ccccc12	0%	-11%	-3%	1%	i	4%	-2%	-8%	-14
COc1cc2ccccc2cc1C(=O)N1CCc2ccccc21	16µM*	?	?	?	i	-37%	?	-37%	1
COc1ccc(-c2cc(C(=O)N/N=C/c3cccnc3)c3cc(C)cc(C)c3n2)cc1	16µM*	0%	?	?	i	-24%	?	?	i
CCCCC(c1nnnn1CC1CCCO1)N1CCN(c2cc(Cl)ccc2C)CC1 (centres undefined)	?	?	-9%	14%	i	-21%	-6%	?	-11
COCCN(C(=O)CN1CCc2ccccc2C1)c1c(N)n(Cc2ccccc2)c(=O)[nH]c1=O	1%	-2%	-5%	-3%	i	3%	0%	0%	9
Cc1c(C)c2ccc(OCC(=O)Nc3ccccn3)cc2oc1=O	-7%	-4%	2%	-12%	i	.	0%	0%	-2
O=C(/C=C/c1ccc(F)cc1)NC(=S)Nc1ccccc1O	9%	-17%	8%	11%	i	33%	-12%	-21%	?
O=C1c2ccccc2C(=O)N1CCCCN(C(=O)c1cc2ccccc2oc1=O)c1ccc(Cl)cc1	0%	-10%	-4%	-4%	i	-5%	-5%	-25%	24
Cc1cccc(NC(=O)c2ccc(N3C(=O)C4CCCCC4C3=O)cc2)c1C (centres undefined)	4%	23%	7%	-26%	i	8%	5%	8%	3
COc1ccc2cc3c(N)nn(C(=O)Cc4ccccc4OC)c3nc2c1	5%	-13%	-14%	13%	?	1%	-17%	?	-60*
COc1cc(OC)c2c(-c3ccccc3)cc(=O)oc2c1C(CCN1CCN(c2ccccc2)CC1)c1ccc(N(C)C)cc1 (centres undefined)	-2%	0%	-1%	-20%	i	0%	4%	10%	-6
COc1ccc(OCc2nnc(SCC(=O)N3C(C)CCCC3C)o2)cc1 (centres undefined)	-9%	-1%	7%	3%	i	4%	-8%	-26%	34

Compound activity (PubChem BioAssay)
